Screening results as filed in PubChem BioAssay.
PG9 binder – PG9 antibody binding by small molecule. TR-FRET gp120-PG9 antibody binding. inhibition, % at 6.7 µM. hit rate 0.43% among 360,000; in the data active = inhibition above about 8.5%
NR1D1 modulator – Rev-erb alpha (human) modulation; Rev-erbα–FITC-DNA binding, fluorescence polarization, 90 min; AID 1259318; P20393; hit rate 0.79% among 370,000; activity, % at 10 µM;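 active = activity above about 14%, limit read from the data; passing the limit was not always enough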;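 note: 0% = DMSO wells with 35 nM protein and 100% = DMSO wells with 750 nM protein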
HTRA1 inhibitor – inhibitors of human serine peptidase HTRA1. recombinant HTRA1, FP-rhodamine activity-based probe, fluorescence polarization. inhibition, % at 5.96 µM. AID 504803. hit rate 0.5% among 340,000. Q92743; in the data active = inhibition above about 36%;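 note: 0% = enzyme with DMSO and 100% = wells lacking enzyme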
Target sequence (Q92743 whole entry, looked up): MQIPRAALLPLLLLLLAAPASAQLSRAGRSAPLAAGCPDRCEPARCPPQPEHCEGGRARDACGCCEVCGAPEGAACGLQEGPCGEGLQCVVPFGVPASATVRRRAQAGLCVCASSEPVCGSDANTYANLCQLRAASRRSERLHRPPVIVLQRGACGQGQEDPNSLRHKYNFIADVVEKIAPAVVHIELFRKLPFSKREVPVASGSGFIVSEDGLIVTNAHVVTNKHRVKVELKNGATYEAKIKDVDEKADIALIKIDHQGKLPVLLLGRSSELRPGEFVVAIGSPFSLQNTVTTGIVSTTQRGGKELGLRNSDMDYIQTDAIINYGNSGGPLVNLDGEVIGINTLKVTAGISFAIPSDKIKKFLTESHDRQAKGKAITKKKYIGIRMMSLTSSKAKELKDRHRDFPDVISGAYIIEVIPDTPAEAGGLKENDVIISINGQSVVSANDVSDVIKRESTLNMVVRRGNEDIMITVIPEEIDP
rCAG binder – binds r(CAG) RNA repeats | r(CAG) RNA repeat, TO-PRO-1 dye displacement fluorescence | inhibition, % at 3 µM | hit rate 1.3% among 370,000 | AID 651821;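 active = inhibition above the plate cutoff, the mean of all test compounds on that plate plus 3 SD, cut at about 35% in these data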;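 note: 0% = DMSO alone and 100% = 100 µM mitoxantrone as full dye displacement; higher means more dye released from RNA so lower well fluorescence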
mABHD4 FP – ABHD4 (mouse) inhibition, primary FP screen; Q8VD66; hit rate 0.54% among 370,000; purified mABHD4, FP-Rh probe fluorescence polarization; inhibition, % at 8.92 µM;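 active = inhibition exceeding the mean over every tested compound plus 3 SD, cut at about 30% in these data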;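 note: 0% = plate median of compound wells and 100% = S159A mutant with DMSO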
Target sequence (Q8VD66 whole entry, looked up): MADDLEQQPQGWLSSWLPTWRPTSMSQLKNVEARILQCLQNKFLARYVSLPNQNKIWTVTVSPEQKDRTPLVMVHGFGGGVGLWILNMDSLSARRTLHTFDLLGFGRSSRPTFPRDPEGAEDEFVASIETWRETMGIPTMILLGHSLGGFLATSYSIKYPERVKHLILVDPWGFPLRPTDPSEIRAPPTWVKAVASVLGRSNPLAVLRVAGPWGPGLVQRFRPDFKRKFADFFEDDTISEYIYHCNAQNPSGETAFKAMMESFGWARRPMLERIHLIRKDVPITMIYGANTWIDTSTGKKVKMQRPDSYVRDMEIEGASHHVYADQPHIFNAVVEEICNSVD
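Test system: mABHD4 protein | Buffer or medium: HEPES pH 7.0 buffer, 150 mM NaCl, 0.01% Pluronic F-127 | Probe or stimulus: FP-Rh fluorescent activity-based probe, added after compound pre-incubation | Timing: Pre-incubation 45 min, probe exposure 60 min, at 25 °C | Technique: Fluorescence polarization, excitation 525 nm, emission 598 nm, BODIPY TMR filters | Repeats: Single well per compound (singlicate)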
PRMT1 inh – inhibitors of human PRMT1. AID 652257. Q99873. inhibition, % at 2.79 µM. recombinant PRMT1, activity-based probe fluorescence polarization. hit rate 1.3% among 370,000;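 active = inhibition above about 21% made by adding two undisclosed values, limit read from the data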
LEDGF integ inh – blocks HIV-1 LEDGF/p75-dependent DNA integration; TR-FRET IN-LEDGF/p75 DNA integration, Eu/Cy5; inhibition, % at 3.7 µM; hit rate 0.64% among 370,000;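 active = inhibition above the screen-wide mean plus 3 SD, cut at about 13% in these data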;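 note: signal is the Cy5 over europium emission ratio at 671 and 618 nm; 0% = plate median of compound wells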
TDP2 absorb – TDP2 (human) inhibition, absorbance primary screen; inhibition, % at 12.8 µM; hit rate 0.34% among 370,000; O95551; recombinant TDP2, T5PNP hydrolysis, p-nitrophenol absorbance 415 nm;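 active = inhibition above the mean of all tested compounds plus 3 SD, set per campaign, cut at about 25% in these data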;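 note: 0% = DMSO with enzyme and 100% = buffer with substrate but no TDP2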
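Evaluation: % inhibition relative to enzyme-containing and enzyme-free wells. Material: recombinant human TDP2. Benchmarks: enzyme-free and DMSO wells. Timing: enzyme reaction with compound for 2 h at 37 °C. Compound dosing: 12.8 µM only. Measured by: p-Nitrophenol epi absorbance. Reagent: T5PNP substrate at 5 mM, a TopII-DNA adduct mimic. Replication: single well per compound.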
TCR-CD3 inh – human TCR-CD3 binding inhibition; TAMRA-labeled TCR probe fluorescence, biochemical; inhibition, % at 9.4 µM; hit rate 0.37% among 360,000; in the data active = inhibition above about 19%;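 note: recombinant mutant TCR 2C K166C tagged with TAMRA read by polarization; 0% = receptor in buffer alone and 100% = receptor with positive control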
SIAE inh – inhibitors of human sialic acid acetylesterase SIAE | Q9HAT2 | SIAE FP-Rh probe binding, fluorescence polarization | inhibition, % at 9.66 µM | hit rate 0.69% among 370,000;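 active = inhibition above a cutoff: mean of compounds within the control limits plus 3 SD of those, cut at about 17% in these data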;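 note: 0% = plate median of compound wells and 100% = probe without SIAE protein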
* = called active by the depositor; x = no result given. These rows are one share of the data, so the mix of outcomes need not match the whole.

Structure | PG9 binder | NR1D1 modulator | HTRA1 inhibitor | rCAG binder | mABHD4 FP | PRMT1 inh | LEDGF integ inh | TDP2 absorb | TCR-CD3 inh | SIAE inh
CCOc1ccc(Cc2n[nH]c(=S)n2Cc2ccccc2)cc1 | 1.8 | -4 | 3 | 1 | -1 | 1 | 1 | -7 | 2 | 3
Cc1ccc(C(=O)Nc2ccc3cn[nH]c3c2)cc1S(=O)(=O)N1CCOCC1 | 0.0 | -2 | -30 | 13 | -19 | -4 | 7 | 4 | 7 | -33
O=C(NCc1ccc(F)cc1)c1c2c(nc3ccccc13)CCN(Cc1ccccc1)C2 | -0.3 | 5 | -2 | 6 | -2 | 0 | -2 | -2 | 10 | -14
Cc1cc(C)nc(Sc2c(C)n[nH]c2C)n1 | -1.7 | 3 | 3 | 2 | 4 | 1 | -1 | -10 | 1 | 5
N#Cc1c(-c2ccc(Br)cc2)cc(-c2cccnc2)nc1N | -9.5 | 6 | -8 | 2 | -7 | -1 | 4 | -1 | -5 | 1
COC(=O)C1=C(C(=O)OC)[C@@H]2Nc3ccccc3[C@@]23C[C@@H](C(=O)OC)N(C(=O)CC(C)C)C3=N1 | -1.1 | -1 | 4 | -1 | -8 | 3 | 3 | 10 | -1 | 4
Cc1ccccc1OCCCN1CCOCC1 | 0.3 | 4 | 5 | -3 | -10 | 2 | 29* | 0 | -8 | -4
O=C(CCN1C(=O)c2ccccc2S1(=O)=O)Nc1ccc(F)c([N+](=O)[O-])c1 | -1.3 | -8 | 6 | 0 | 4 | 0 | 2 | 8 | -2 | -14
Cc1c(O)ccc2cc(S(=O)(=O)c3ccccc3)c(=O)oc12 | -0.8 | -3 | -12 | 2 | 7 | 5 | -3 | -20 | 1 | 0
COc1ccccc1-c1sc2ccccc2c1-c1ccc(OCCN2CCOCC2)cc1 | 0.9 | 4 | -15 | 13 | -6 | -2 | 2 | 4 | 3 | -6
CCC1CN(C(=O)N2CCC(C(=O)NCc3ccc(OC)cc3OC)CC2)c2ccccc2O1 (configuration not stated) | 0.2 | 4 | 3 | -5 | 1 | 3 | -1 | 0 | -5 | 5
O=c1c2c([nH]c3ccccc13)CCCCC2 | -0.1 | -6 | 0 | -3 | 4 | 2 | -4 | -2 | -5 | 0
CCc1ccc(N2C=C(C(=O)OC)C(c3cccc4ccccc34)C(C#N)=C2N)cc1 (configuration not stated) | -1.3 | -2 | x | 16 | 15 | 16 | 22* | -10 | -4 | 5
COc1ccccc1CNC(=O)CCNC(=O)Cn1ccc2ccccc2c1=O | -0.7 | 4 | 6 | -3 | -9 | 3 | 1 | -10 | -10 | -10
COc1ccc(Cl)cc1NC(=O)COC(=O)CNC(=O)c1ccc([N+](=O)[O-])c(C)c1 | -1.2 | -1 | 0 | 0 | 2 | -2 | -2 | -4 | 4 | 2
Cc1ccc(S(=O)(=O)N2C3CC(c4ccccc4)N(S(=O)(=O)c4ccccc4Cl)CC3C(=O)C[C@H]2c2ccccc2)cc1 (some centres not stated) | -0.5 | 3 | x | 15 | -28 | -1 | 5 | 6 | 9 | -30
COc1ccccc1C(=O)NCc1nnc(SC(C)C(=O)Nc2nccs2)n1C (configuration not stated) | -1.7 | -6 | 7 | -6 | 1 | -2 | -2 | -13 | 3 | 5
CCOC(=O)C(C)Sc1nnc(Cn2c(=O)sc3ccccc32)n1-c1ccccc1 (configuration not stated) | 1.4 | 9 | -4 | -5 | -2 | -4 | 3 | -4 | -8 | 8
O=C(O)CCN1C(=O)c2ccccc2C1=O | 1.0 | -3 | 3 | -2 | 7 | 0 | -6 | -3 | 7 | 0
CCOc1cccc(-c2nnc(SCC(=O)Nc3ccc4c(c3)OCO4)n2N)c1 | x | -11 | x | 2 | -2 | 3 | -2 | 5 | x | -1
c1csc(CCNc2ncnc3sc4c(c23)CCC4)c1 | -1.6 | 3 | -18 | 6 | -4 | 0 | 0 | 0 | 5 | 1
CCCS(=O)(=O)N1CCC(C(=O)NCCCOCC)CC1 | 0.6 | -2 | 1 | 1 | 6 | -2 | 2 | -5 | 0 | 1
CCCCN1C(Nc2ccccc2)=NC[C@@H]1C | -0.2 | -1 | -2 | 0 | -2 | -2 | -2 | -2 | 1 | -3
O=C1C=CC(=O)N1c1cccc(-c2ccccc2)c1 | 1.6 | -3 | 16 | 1 | -2 | 91* | -3 | 3 | 7 | 8
CCOC(=O)c1[nH]c(CN2CCN(c3ccc(OC)cc3)CC2)c(C(=O)OCC)c1C | 0.7 | 3 | -5 | 5 | 0 | 4 | -4 | -6 | -4 | 2

Not a retest: 9 of the compounds above.
Structure | PG9 binder | NR1D1 modulator | HTRA1 inhibitor | rCAG binder | mABHD4 FP | PRMT1 inh | LEDGF integ inh | TDP2 absorb | TCR-CD3 inh | SIAE inh
COc1ccccc1C(=O)NCc1nnc(SC(C)C(=O)Nc2nccs2)n1C (configuration not stated) | -1.7 | -6 | 7 | -6 | 1 | -2 | -2 | -13 | 3 | 5
CCOC(=O)C(C)Sc1nnc(Cn2c(=O)sc3ccccc32)n1-c1ccccc1 (configuration not stated) | 1.4 | 9 | -4 | -5 | -2 | -4 | 3 | -4 | -8 | 8
O=C(O)CCN1C(=O)c2ccccc2C1=O | 1.0 | -3 | 3 | -2 | 7 | 0 | -6 | -3 | 7 | 0
CCOc1cccc(-c2nnc(SCC(=O)Nc3ccc4c(c3)OCO4)n2N)c1 | x | -11 | x | 2 | -2 | 3 | -2 | 5 | x | -1
c1csc(CCNc2ncnc3sc4c(c23)CCC4)c1 | -1.6 | 3 | -18 | 6 | -4 | 0 | 0 | 0 | 5 | 1
CCCS(=O)(=O)N1CCC(C(=O)NCCCOCC)CC1 | 0.6 | -2 | 1 | 1 | 6 | -2 | 2 | -5 | 0 | 1
CCCCN1C(Nc2ccccc2)=NC[C@@H]1C | -0.2 | -1 | -2 | 0 | -2 | -2 | -2 | -2 | 1 | -3
O=C1C=CC(=O)N1c1cccc(-c2ccccc2)c1 | 1.6 | -3 | 16 | 1 | -2 | 91* | -3 | 3 | 7 | 8
CCOC(=O)c1[nH]c(CN2CCN(c3ccc(OC)cc3)CC2)c(C(=O)OCC)c1C | 0.7 | 3 | -5 | 5 | 0 | 4 | -4 | -6 | -4 | 2

(cont.)
Structure | PG9 binder | NR1D1 modulator | HTRA1 inhibitor | rCAG binder | mABHD4 FP | PRMT1 inh | LEDGF integ inh | TDP2 absorb | TCR-CD3 inh | SIAE inh
CCOc1ccc(S(=O)(=O)N2CCOCC2)cc1NC(=O)CN1C(=O)NC(C)(c2ccc(C)cc2)C1=O (configuration not stated) | -1.1 | -2 | 0 | 0 | 2 | -3 | 0 | 3 | 0 | 1
O=C(Nc1ccccc1)c1cccc(-c2nnc(-c3ccccc3)o2)c1 | 1.0 | 30* | -8 | 0 | -5 | -2 | 4 | 4 | -7 | 4
O=C(COC(=O)c1ccc(O)cc1)Nc1cc(C(F)(F)F)ccc1N1CCOCC1 | -0.7 | -4 | 7 | 2 | 3 | 4 | -1 | 10 | -2 | 7
Cc1ccc(C(=O)N2CCN(c3ccccc3)CC2)cc1NC(=O)c1ccco1 | -3.0 | -2 | -3 | -9 | 5 | -2 | 1 | -7 | 8 | 6
CCc1cc(=O)[nH]c(SCCC(F)=C(F)F)n1 | -0.5 | 2 | 0 | 0 | -8 | 3 | -2 | -11 | -8 | -2
CC1(C(=O)NS(=O)(=O)c2ccc(F)cc2F)CCN1C(=O)Cc1ccccc1Cl (configuration not stated) | 0.4 | 3 | x | 7 | -1 | 7 | -4 | 5 | -4 | -2
COc1ccc(OCc2nn3c(-c4cccc(OC)c4)nnc3s2)cc1 | -1.9 | -1 | -7 | 0 | -3 | 0 | 4 | -5 | 0 | 6
Cc1cnc(C(=O)OCc2ccc(Br)cc2)cn1 | -1.3 | 2 | 2 | 4 | -3 | -2 | 0 | -2 | -3 | 6
O=C(O)CN=C(NS(=O)(=O)c1ccc(Cl)cc1)c1ccc(F)cc1 | -0.8 | -5 | 5 | 1 | 1 | -3 | -2 | 7 | -7 | 9
CCCNc1nc(-c2cc(C(=O)Nc3ccccc3)on2)cc(C(C)C)n1 | -2.5 | 0 | -52 | -7 | -19 | -2 | -6 | -8 | -1 | -4
CCn1c(SCC(=O)Nc2ccc(C)cc2)nc2nc3c(cc2c1=O)CCCC3 | -0.1 | -4 | -17 | -1 | 1 | -3 | -2 | 2 | 5 | 4
COc1cccc(-c2nnc(NC(=O)c3ccccc3Br)o2)c1 | 1.7 | 1 | 5 | 4 | -5 | -2 | 1 | -15 | -3 | 0
O=C(NCCC1=CCCCC1)C1CC(=O)N(C2CCCCC2)C1 (configuration not stated) | -2.0 | 4 | 3 | -7 | 0 | 1 | -2 | 9 | 5 | 0
O=C(Nc1ccc(F)cc1)Nc1ccc2ccccc2n1 | 0.2 | 1 | 2 | 3 | 0 | 0 | -4 | 6 | 7 | -5
OCCCc1cn(CC2CCCCC2)nn1 | 0.7 | -2 | 3 | 2 | 10 | 1 | -1 | -3 | -1 | 9
CC1CN(Cc2csc(-c3ccc(Cl)cc3)n2)CC(C)O1 (configuration not stated) | -1.1 | 1 | -7 | -6 | 11 | 7 | -1 | 6 | -1 | -2
CC1=C(C(=O)N2CCN(c3cc(C)ccc3C)CC2)C2(CCCCC2)OC1=O | -1.6 | 4 | -3 | 1 | 1 | -1 | 0 | 10 | 4 | 7
COc1cccc(CNC(=O)CCS(=O)(=O)c2ccc3c(c2)NC(=O)CO3)c1 | 1.1 | 6 | 4 | 5 | 1 | -2 | 3 | 14 | 1 | 1
O=C(Nc1ccc(-n2cccn2)cc1)C1CCN(Cc2ccccn2)CC1 | -1.1 | -7 | 4 | -1 | -4 | 0 | 1 | -3 | 6 | 2
CC(C)NC(=O)c1n[nH]c(=O)c2ccccc12 | -0.7 | -2 | -4 | -3 | 1 | 0 | -2 | 2 | 3 | 5
O=C(Nc1ccc(Nc2ccccc2)cc1)c1ccc(Cl)cc1 | -0.9 | 2 | 11 | 6 | 7 | -2 | -1 | -5 | -1 | 11
COC(=O)Cn1nc(-c2ccccc2)n(-c2ccccc2)c1=S | 0.4 | -5 | -5 | -2 | 0 | -3 | -4 | -1 | 9 | -4
CN1CC(c2ccccc2)C2(SC(=S)N(Cc3ccco3)C2=O)C12C(=O)Nc1ccccc12 (configuration not stated) | -1.4 | 4 | -21 | 0 | -15 | -1 | -4 | -13 | 6 | -14
